# Bioassay records (PubChem)
# CF NFkB inh: blocks PAF-induced NF-kB reporter in cystic fibrosis cells. KKLEB NF-kB-GFP reporter, GFP fluorescence overnight. inhibition, % at 5 µM. 360,000 compounds, 0.86% hits;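 active = at least 50% inhibition at 5 µM, scaled per plate between neutral and stimulator controls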;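 also: PAF is a Pseudomonas aeruginosa culture filtrate used as stimulus; plate controls were PAF-stimulated DMSO wells for no effect and unstimulated DMSO wells for full effect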
# Peg3 promoter: Peg3 promoter activity inhibition. inhibition, % at 20 µM. AID 588405. HeLa PEG-Prom luciferase reporter, luminescence, overnight. 360,000 compounds, 1.7% hits;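 active = inhibition of at least 50% at 20 µM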
# NR2E3 ag-1: activates human NR2E3 receptor | CHO-S Gal4-NCOR/VP16-NR2E3 two-hybrid, luciferase | 360,000 compounds, 0.35% hits | Q9Y5X4 | AID 602229 | inhibition of corepressor binding, % at 3.98 µM;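 active = inhibition above the mean of all tested compounds plus 3 SD, cut at about 70% in these data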;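 also: 0% = DMSO with NR2E3 transfected cells and 100% = cells lacking NR2E3 construct; higher means lower luciferase signal from less NR2E3 corepressor binding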
# Target sequence (Q9Y5X4 whole entry, looked up, the tested form may be a part): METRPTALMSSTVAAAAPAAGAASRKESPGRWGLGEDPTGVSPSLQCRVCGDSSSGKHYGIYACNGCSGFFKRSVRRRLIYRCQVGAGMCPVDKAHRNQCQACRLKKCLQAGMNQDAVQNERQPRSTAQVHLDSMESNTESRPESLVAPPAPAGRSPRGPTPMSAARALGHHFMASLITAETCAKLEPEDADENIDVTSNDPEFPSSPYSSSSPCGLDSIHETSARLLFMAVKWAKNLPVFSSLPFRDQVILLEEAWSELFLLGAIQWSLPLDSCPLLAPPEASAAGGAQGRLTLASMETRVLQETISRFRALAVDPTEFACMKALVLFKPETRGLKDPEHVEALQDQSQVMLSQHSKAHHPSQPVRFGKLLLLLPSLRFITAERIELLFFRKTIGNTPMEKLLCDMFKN
# TRPM1 prom inh: inhibitors of MITF-driven TRPM1 promoter in melanoma cells; SK-MEL-5 TRPM1 promoter luciferase, 24 h; inhibition, % at 12.5 µM; 330,000 compounds, 0.83% hits; AID 488899;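 active = mean inhibition across replicates of 60% or more, whatever share of single replicates reaches that level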; also: values of inactives mirror those of a sister screen read the other way
# TRAIL sens C8: sensitizes caspase-8 expressing cells to TRAIL; NB7+C8 cells + TRAIL, ATPlite viability luminescence; 360,000 compounds, 1% hits; inhibition (viability loss, TRAIL sensitization), % at 10 µM;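 active = compounds causing at least 50% loss of cell viability in the single-dose screen, relative to plate controls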
# HIF-2a inh: HIF-2a inhibition | 786-0 RCC cells HIF-2a reporter, luciferase luminescence, overnight | inhibition, % at 18.8 µM | 360,000 compounds, 0.72% hits;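 active = inhibition of the luminescence signal of 40% or more relative to plate controls, in a single-dose primary screen at 18.75 µM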
# Shn3 3UTR inh: Schnurri-3 reporter inhibition in Clone20 osteoblasts. Clone20 osteoblast Shn3 3'UTR firefly luciferase, 24 h. inhibition, % at 12.5 µM. 360,000 compounds, 0.52% hits;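 active = mean inhibition of at least 75% with every replicate also reaching 75%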;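 also: 0% = median of neutral control wells and 100% = pilot-screen positive control compound; some compounds past the cut are filed as inactive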
# NR2E3 ag-2: agonists of human nuclear receptor NR2E3 | Q9Y5X4 | GST-NR2E3/biotin-RetCOR TR-FRET, 1536-well | inhibition of corepressor binding, % at 4.78 µM | 320,000 compounds, 0.12% hits | AID 2300;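 active = percent inhibition above the cutoff of mean plus 3 SD of all tested compounds, set per screening campaign, cut at about 20% in these data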;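 also: 0% = DMSO wells and 100% = biotin wells as full block of FRET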
#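 System: GST-tagged NR2E3 plus biotinylated RetCOR corepressor; Buffer or medium: pH 7.5 Tris-based buffer; Probe or stimulus: RetCOR corepressor, biotinylated, 7 nM; Doses: compound at 4.8 µM, single dose; Schedule: 5 h incubation at 4 °C; Technique: time-resolved FRET; Evaluation: percent inhibition of TR-FRET ratio; Replication: one well per compound, singlicate testing.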
# hiPSC survival: hiPSC single-cell survival enhancement. ATPlite luminescence; 100% = ROCK inhibitor wells, 0% = DMSO. survival enhancement, % at 20 µM. 360,000 compounds, 0.044% hits; in the data active = survival enhancement above about 18%;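 also: cells exposed to compounds for 16 hours before the ATP read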
# LMP1 NFkB inh: Epstein-Barr LMP1 NF-kappaB reporter inhibition. AID 504558. LMP1-induced NF-kappaB luciferase reporter cells, luminescence. 350,000 compounds, 0.69% hits. inhibition, % at 12.5 µM; in the data active = inhibition above about 41%;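 also: 0% = neutral control wells and 100% = reference inhibitor control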
# KKLEB tox: reduces viability of KKLEB cystic fibrosis airway cells; activity change (cytotoxicity), % at 5 µM; 360,000 compounds, 0.36% hits; AID 602141; KKLEB CF airway cells viability, ATPlite luminescence, overnight; active compounds read low; cells stimulated with P. aeruginosa culture filtrate;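 active = corrected activity change at or below -50% at 5 µM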
# * marks the source's active call; other numbers are inactive results; / = no result given. The list is partial; the hit share may differ from the screen's.
SMILES,CF NFkB inh,Peg3 promoter,NR2E3 ag-1,TRPM1 prom inh,TRAIL sens C8,HIF-2a inh,Shn3 3UTR inh,NR2E3 ag-2,hiPSC survival,LMP1 NFkB inh,KKLEB tox
COc1ccc([C@@]2(O)c3c(ccc(CC=C(C)C)c3O)NC(=O)[C@@H]2OC)cc1,-24,3,25,/,12,7,-7,3,-0.3,-10,19
CC(=O)Nc1ccc(NC(=O)c2ccc(NC(=O)c3ccccc3)cc2)cc1,-24,0,4,-1,0,13,-16,4,-0.4,-2,-2
O=C1Nc2ccccc2C12Nc1ccccc1-c1nc3ccccc3n12 (configuration not stated),-20,12,9,-4,-1,16,5,2,2.0,-5,-1
CN1CCN(S(=O)(=O)c2cccc(C#N)c2)C(c2ccccc2)C1 (configuration not stated),7,2,12,8,-5,10,-11,/,0.2,-1,4
O=c1cc(N2CCOCC2)[nH]c(=O)n1-c1ccc(Br)cc1,1,1,11,12,6,8,-18,2,-0.7,-2,-8
COc1cc(C2OCC3C(c4cc(OC)c(OC)c(OC)c4)OCC23)cc(OC)c1OC (configuration not stated),-5,9,-20,7,13,4,-12,0,-3.2,10,14
O=C(O)CCC(=O)N1CCC(C(=O)c2cccc(Cl)c2)CC1,11,10,-9,-2,15,6,-8,4,0.7,-5,-11
CCc1cccc(OCC(=O)Nc2ccc(S(=O)(=O)N3CCCC3)cc2)c1,-2,26,-4,1,3,18,7,-3,0.6,9,8
O=C(Cc1nn[nH]n1)Nc1ccc(F)cc1F,-10,6,13,-8,-5,13,4,5,-0.2,-2,8
CCSC1(SCC)N=C(N)C2(C#N)C(c3ccccc3)NC(C)=C(C)C12C#N (configuration not stated),4,5,-21,13,3,2,1,/,-4.4,-1,-5
CC(C1CC1)N(Cc1ccccc1)C(=O)NC(=O)c1ccc(F)cc1 (configuration not stated),-8,15,-5,7,-6,9,-17,1,-0.3,-2,2
COC(=O)c1sc(NC(=O)CSc2nnnn2-c2ccc(C)cc2C)nc1C,2,25,13,-1,2,20,10,1,-2.9,5,8
CC1CCC(N(C)C(=O)CN2C(=O)NC(c3ccccc3)(c3ccccc3)C2=O)CC1 (configuration not stated),-4,3,-18,/,-16,17,14,/,1.4,1,-3
CC(Sc1nnc(CN2CCCC2)n1Cc1ccccc1)C(=O)Nc1ccc(F)cc1Cl (configuration not stated),-2,11,-24,9,6,8,8,/,-0.5,-10,11
COc1cc(/C=C/C(=O)OCC(=O)N2CC(=O)Nc3ccccc32)ccc1O,9,6,-27,-2,17,20,-34,-1,-0.3,0,0
COc1ccc(S(=O)(=O)N2CCCCC2c2cc(C(=O)NCc3cccnc3)no2)cc1 (configuration not stated),-8,-2,16,/,1,-3,-3,/,-2.9,/,15
O=C(Nc1ccccc1Cl)C1C2CCC3C(CCC21)C3(Cl)Cl (configuration not stated),8,12,-19,-4,-13,12,-4,0,-1.0,2,-3
CCCn1c(NCCO)nc2ccccc21,-4,17,-2,1,-1,14,8,-3,6.9,-4,9
CCOc1cc(N2CCOCC2)c(OCC)cc1NC(=O)COC(=O)COc1cc(C)cc(C)c1,-13,11,6,-1,-4,14,0,6,-0.4,1,5
O=C(NCN1CCN(c2ccccc2)CC1)c1cnccn1,12,2,8,3,-2,14,2,1,1.4,31,5
O=C(Nc1ccccc1)c1ccccc1CC[N+](=O)[O-],-22,14,-2,-1,18,6,1,-2,0.4,-2,5
CC(=O)c1ccc(OCC(O)CN2CCN(CC(O)COc3ccc(C(C)=O)cc3)CC2)cc1 (configuration not stated),3,1,11,-3,-20,5,18,2,-0.7,-2,-8
NC(=O)c1ccc(NC(=O)COC(=O)CCCN2C(=O)c3cccc4cccc(c34)C2=O)cc1,8,-11,8,4,-2,10,18,3,-2.9,9,-13
COc1ccc(CN2C(=O)CCC2(C)C(=O)NC2CCCC2)c(OC)c1 (configuration not stated),10,-8,-16,3,10,9,8,1,-2.6,4,-11
Cc1nn(-c2ccccc2)c(Cl)c1C(=O)Nc1ccccc1,3,-76,-32,-43,12,-93,-26,1,-4.0,-1,0
Cc1ccc(-c2nnn(CC(=O)N(c3ccccc3)C(C(=O)NCC3CCCO3)c3ccc(Cl)cc3)n2)cc1 (configuration not stated),-1,20,-9,3,20,15,-24,0,0.3,-1,4
Cn1c(/C(C#N)=C(\O)c2ccc(S(=O)(=O)N3CCCCC3)cc2)nc2ccccc21,-5,14,7,-11,43,-1,3,2,0.4,5,8
CC(C)C#Cc1cnc2c(c1)C(=O)N([C@@H](C)CO)C[C@@H](C)[C@H](CN(C)Cc1cccc(F)c1)O2,1,-2,2,/,6,-4,-19,/,-3.2,-4,-3
Cc1ccc(S(=O)(=O)c2nc(Nc3ccccc3C#N)sc2Cl)cc1,15,7,-4,-2,22,11,28,0,0.8,17,-11
Cc1onc(-c2ccccc2)c1C(=O)Nc1nc2c(s1)C(=O)CC(C)(C)C2,-10,3,-27,8,-6,14,14,7,-0.9,6,10
COc1ccc(C(=O)NCc2c(C)nn(Cc3ccccc3)c2C)cc1S(=O)(=O)N1CCOCC1,6,25,2,/,20,15,7,0,0.0,3,-9
CCSc1nc2ccccc2n1CC(=O)N1CCOCC1,0,1,19,-15,-7,7,16,-2,-0.4,-4,5
CCOc1ccc(CNc2ccc3c(c2)nc(C)n3C)cc1,7,-184,-49,-24,-5,-181,2,-4,-3.2,-18,-4
Cc1ccccc1-c1cc(C(=O)NCC2CC2)nn1CC1CC(c2cccc([N+](=O)[O-])c2)=NO1 (configuration not stated),23,17,-17,6,-13,15,-4,2,-2.1,-11,-24
CN(CC(=O)NC(=O)Nc1ccccc1F)Cc1ccccc1,-9,-189,-10,-37,-2,-175,2,/,-0.4,-16,-8
O=C(CC1SC(N2CCOCC2)=NC1=O)Nc1ccc(F)cc1 (configuration not stated),7,7,-8,14,-3,5,-1,/,-2.0,3,-16
Cc1ccc(N2CC(C(=O)OCC(=O)Nc3ccc(F)cc3F)CC2=O)cc1 (configuration not stated),4,8,25,/,-10,7,9,4,1.2,-2,15
O=C(NCc1ccc2c(c1)OCO2)c1ccc(CSCc2cccc(Cl)c2)o1,12,-1,-23,-7,-6,10,12,1,3.3,1,-8
COCCCNc1ccn2nc(-c3ccccc3)cc2n1,-4,-69,-107,/,53*,5,-2,/,-1.8,/,-2
O=C(O)CSCCOc1ccc(OCCSCC(=O)O)cc1,11,4,-8,-8,-15,13,14,1,-2.7,0,-8
CC1(C(=O)O)CCCN(C(=O)c2cc3ccccc3s2)C1 (configuration not stated),6,9,3,/,-1,8,-30,/,2.8,/,-8
CCOc1ccc2nc(NC(=O)C3=NN(c4ccccc4)C(=O)CC3)sc2c1,-4,-58,-48,-12,15,-73,-14,1,2.4,1,4
Cc1cc(/C=C\c2nc(O)c([N+](=O)[O-])c(=O)[nH]2)c(C)n1-c1ccccc1,11,12,-20,5,11,13,3,3,-0.4,2,2
Cc1oc(-c2cccc(F)c2)nc1CN1CCCCC1CCn1cccn1 (configuration not stated),-2,12,-15,-9,-6,25,3,0,-0.9,-3,8
COC(=O)c1sccc1NC(=O)Nc1cc(C)ccc1C,11,21,-21,20,-3,8,-3,7,-1.9,-9,-12
Cc1ccc(S(=O)(=O)N2CCN(c3cnn(C)c(=O)c3Cl)CC2)cc1,4,-3,-10,11,-5,18,4,3,3.3,-11,-2
N=c1sccn1CC(=O)N1N=C(c2ccc(Cl)cc2)CC1c1ccco1 (configuration not stated),-2,-40,-18,-18,-6,-51,-14,3,0.3,-4,0

# Grouped by structure, those above with a Cl atom.
SMILES,CF NFkB inh,Peg3 promoter,NR2E3 ag-1,TRPM1 prom inh,TRAIL sens C8,HIF-2a inh,Shn3 3UTR inh,NR2E3 ag-2,hiPSC survival,LMP1 NFkB inh,KKLEB tox
O=C(O)CCC(=O)N1CCC(C(=O)c2cccc(Cl)c2)CC1,11,10,-9,-2,15,6,-8,4,0.7,-5,-11
CC(Sc1nnc(CN2CCCC2)n1Cc1ccccc1)C(=O)Nc1ccc(F)cc1Cl (configuration not stated),-2,11,-24,9,6,8,8,/,-0.5,-10,11
O=C(Nc1ccccc1Cl)C1C2CCC3C(CCC21)C3(Cl)Cl (configuration not stated),8,12,-19,-4,-13,12,-4,0,-1.0,2,-3
Cc1nn(-c2ccccc2)c(Cl)c1C(=O)Nc1ccccc1,3,-76,-32,-43,12,-93,-26,1,-4.0,-1,0
Cc1ccc(-c2nnn(CC(=O)N(c3ccccc3)C(C(=O)NCC3CCCO3)c3ccc(Cl)cc3)n2)cc1 (configuration not stated),-1,20,-9,3,20,15,-24,0,0.3,-1,4
Cc1ccc(S(=O)(=O)c2nc(Nc3ccccc3C#N)sc2Cl)cc1,15,7,-4,-2,22,11,28,0,0.8,17,-11
O=C(NCc1ccc2c(c1)OCO2)c1ccc(CSCc2cccc(Cl)c2)o1,12,-1,-23,-7,-6,10,12,1,3.3,1,-8
Cc1ccc(S(=O)(=O)N2CCN(c3cnn(C)c(=O)c3Cl)CC2)cc1,4,-3,-10,11,-5,18,4,3,3.3,-11,-2
N=c1sccn1CC(=O)N1N=C(c2ccc(Cl)cc2)CC1c1ccco1 (configuration not stated),-2,-40,-18,-18,-6,-51,-14,3,0.3,-4,0
